Compound activity deposited in PubChem BioAssay by several laboratories.
Autophagy mod: autophagy modulators in MEF cells, primary screen, imaging, high-content, MEF GFP-LC3 | MEF GFP-LC3 puncta imaging; test concentration mostly 10 µM | calls only at 10 µM (by protocol) | 190,000 tested, 0.98% active;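 active means percentage of spot-positive cells more than 3 SD above its plate mean, without a fluorescence outlier flag or 80% toxicity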;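 further: spot-positive cell cutoff set from DMSO-treated cells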
WT yeast gro inh: growth inhibition of WT strain, primary screen, mitochondrial fusion inhibitor project, WT and mutant strains, chemical genetic. mitochondrial fusion phenotypic screen. inhibition, % at 10 µM. 190,000 tested, 2.1% active. AID 1362, 2008; in the data active means inhibition above about 58%; tested in S. cerevisiae
bCat nuc transl: modulators of beta-catenin nuclear translocation, primary screen, imaging, HeLa cells, immunofluorescence, high-content; nuclear translocation activity, % at 5 µM; 190,000 tested, 0.3% active;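 active means nuclear translocation activity above 50% at 5 µM, with a well cell count of 50 or more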;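 further: per-cell ratio of nuclear to cytoplasmic median beta-catenin stain intensity; plate controls were DMSO negative control for no effect and GSK-3 inhibitor IX positive control for full effect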
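Test system: human HeLa cells, native beta-catenin. Compound dosing: 5 µM primary single dose, 0.1% DMSO, 0.02–20 µM confirmation series. Incubation: compound exposure 24 h at 37°C. Detection: beta-catenin immunostaining with DAPI counterstain, 20x imaging, 6 fields/well. Read-out basis: Nuclear/cytoplasmic beta-catenin signal ratio, % activation.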
MT stabilize HCS: microtubule stabilizers in HeLa cells, primary screen, imaging, high-content imaging | HeLa tubulin immunostaining HCS, 24 h; share of cells brighter than vehicle mean+2SD | % tubulin-high responders, % at 10 µM | 200,000 tested, 0.83% active | AID 2205, 2009;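 active means plate Z-score above 3 for both tubulin-high and condensed-nucleus cell shares, with cell loss under 80%, at 10 µM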;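 further: anti alpha tubulin signal scored within the nucleus-defined area of each cell; some results filed as inactive read as strong as hits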
NOD2 inhibition: NOD2 signaling inhibitors, cell-based, luminescence, uHTS, HEK293 (AID 1566) | HEK293 NOD2/NF-kB luciferase reporter, luminescence; higher % means a stronger effect | inhibition, % at 4 µM, or EC50 in µM where a hit was titrated | 290,000 tested, 0.63% active; in the data active means inhibition above about 50%; further: many of its hits are not listed in these tables
Yfh1-depleted yeast: enhancers of respiration in Yfh1-depleted yeast, dose response, Friedreich's ataxia, plus single-dose screen (AID 1465). S. cerevisiae Yfh1-off respiration, WST-1 reduction, 72 h; higher fold induction means a stronger effect. fold induction at 50 µM; hits with a dose series show EC50 in µM. 220,000 tested, 0.074% active;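 active means fold induction of absorbance versus untreated yeast above a set limit, then at least 30% activation at any dose in follow-up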;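 further: activators that raise dye reduction in frataxin-depleted yeast; strong numbers were not always called active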
Insulin prom up: insulin promoter activators in MIN6 cells, imaging, high-content screening, mouse beta cells; MIN6 insulin promoter-GFP reporter; active compounds read high; z-score at 5 µM; 190,000 tested, 0.3% active;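 active means z-score above 3 at 5 µM with at least 500 cells counted in the well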
Dynein transport: inhibitors of GR-EGFP nuclear translocation, primary screen, dynein cargo transport inhibitor project, imaging, high-content, 3617.4 mouse cells | test concentration mostly 20 µM; stimulated with dexamethasone, 1 µM; active compounds read low | z-score, hits read low | 220,000 tested, 0.47% active;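 active means plate z-score of nuclear minus cytoplasmic receptor signal below a set negative limit, without overly bright fluorescence or cell loss, cut at about -3.5 in these data, passing the limit was not always enough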;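 further: z-score of nuclear minus cytoplasmic ring GR-EGFP intensity difference per well; some compounds called inactive have numbers as strong as hits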
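medium = tetracycline-free induction medium containing charcoal-stripped FBS | probe or stimulus = dexamethasone, 1.0 µM final | timing = 48 h induction, then 1 h compound, then 30 min agonist, 37 °C | detection = automated 10x imaging of fixed Hoechst-stained cells | read-out basis = nuclear versus cytoplasmic GR-EGFP signal, averaged per well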
Hep lipid drop: inhibitors of hepatocyte lipid droplet formation, primary screen, imaging, high-throughput imaging, BODIPY stain. AML12 mouse hepatocytes, oleate lipid droplets. inhibition, % at 6.5 µM. 240,000 tested, 0.4% active. AID 1656, 2009;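 active means lipid droplet intensity inhibited by at least 50%, with more than 500 cells counted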
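Assay system: AML12 mouse liver cells | Compound dosing: One dose, 6.5 µM compound | Read-out basis: Droplet intensity reduction, % inhibition | Measured by: Fluorescence imaging, 20x objective, two fields per well | Schedule: Overnight treatment with compound plus oleate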
WT yeast gro inh mutant strain: second read-out of WT yeast gro inh, no call of its own (marks repeat the call); inhibition, %; mitochondrial fusion phenotypic screen, mutant strain inhibition
Dynein transport cytoplasmic EGFP: recorded beside Dynein transport, whose call it bears; z-score; measured here: cytoplasmic GR-EGFP intensity; active compounds read high
Dynein transport nuclear GR-EGFP: second read-out of Dynein transport, no call of its own (marks repeat the call); z-score; measured here: nuclear GR-EGFP intensity;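 lower value marks the stronger effect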
Dynein transport cell count: also measured in Dynein transport; calls as there; z-score; measured here: cell count per field
Insulin prom up cell count: also measured in Insulin prom up; calls as there; cell count; measured here: cytotoxicity, nuclei count;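 total cells summed across four imaged fields per well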
Hep lipid drop cells 6.5 µM: also measured in Hep lipid drop; calls as there; cell count; measured here: cell count, cytotoxicity flag;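 cells counted across two imaged fields per well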
bCat nuc transl cell count 5 µM: also measured in bCat nuc transl; calls as there; cell count; measured here: cell count, cytotoxicity flag
MT stabilize HCS Hoechst-high %: further read-out of MT stabilize HCS, marked with its call; % Hoechst-high responders; measured here: nuclear condensation Hoechst responders;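 share of cells brighter than vehicle mean plus two SD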
MT stabilize HCS cytotoxicity %: also measured in MT stabilize HCS; calls as there; toxicity, %; measured here: cytotoxicity by cell density;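 0% = mean cell density of plate MIN control wells and 100% = no cells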
Autophagy mod cell loss 18 h: second read-out of Autophagy mod, no call of its own (marks repeat the call); toxicity, %; measured here: cell loss, nuclei count;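 cell loss after 18 h compound exposure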
Active calls of the source: *; i = inactive; . = no result given. Not all compounds are listed. The share of hits here may be higher or lower than overall.

nr	compound	Autophagy mod	Autophagy mod cell loss 18 h	WT yeast gro inh	WT yeast gro inh mutant strain	bCat nuc transl	bCat nuc transl cell count 5 µM	MT stabilize HCS	MT stabilize HCS Hoechst-high %	MT stabilize HCS cytotoxicity %	NOD2 inhibition	Yfh1-depleted yeast	Insulin prom up	Insulin prom up cell count	Dynein transport	Dynein transport cytoplasmic EGFP	Dynein transport nuclear GR-EGFP	Dynein transport cell count	Hep lipid drop	Hep lipid drop cells 6.5 µM
1	O=C(Nc1ccc(Cl)c(C(F)(F)F)c1)C1CCCN(S(=O)(=O)c2cnc[nH]2)C1 (stereo not drawn)	i	4	2	5	-0.5	1299	2.4	0.7	5.6	20%	i	-0.52	1406	0.041	-0.17	-0.16	0.55	.	.
2	Cc1ccc(NC(=O)c2ccc(NS(=O)(=O)c3c(C)noc3C)cc2)cc1C	i	-9	-6	0	-0.9	1040	3.8	2.2	6.4	3%	i	-0.35	1235	0.55	-0.19	0.72	-0.26	-1	758
3	CN(Cc1ccccc1)C(=O)COC(=O)c1ccc(Cl)cc1N	i	10	-4	21	5.5	1013	6.1	2.6	4.5	7%	i	0.56	1158	-0.53	-0.35	0.14	1.1	3	673
4	NS(=O)(=O)c1cccc(NC(=O)c2cc(-c3cccs3)nc3ccccc23)c1	.	.	.	.	-3.3	1230	.	.	.	3%	i	-0.63	1304	-0.78	-0.23	-0.44	0.31	-18	611
5	O=C(c1ccc(-c2ccccc2)cc1)C1CCCN(C(=O)c2cncs2)C1 (stereo not drawn)	i	-2	-58	9	-0.7	1012	2.1	1.2	7.8	4%	i	0.04	1499	0.019	-0.3	-0.12	0.6	-12	719
6	Cc1ccccc1OCCCN1C(=O)C(=O)c2cccc(C)c21	.	.	15	14	-0.5	1101	8.3	2.4	0.2	-8%	.	.	.	-0.87	-0.11	-0.19	0.34	2	696
7	CC1(C)CC(NC(=S)NCc2ccco2)CC(C)(C)N1	i	-16	-1	10	-4.3	1077	3.7	2.1	4.6	11%	i	-0.73	1602	-0.82	-0.29	-0.3	0.73	23	676
8	O=C(CSc1ccc(-c2ccco2)nn1)NCc1ccc(Cl)cc1	i	13	-11	0	-0.4	1049	5.4	2.9	5.7	13%	i	-0.15	1203	-0.73	-0.24	-0.57	0.36	-1	676
9	Cc1nc(SCC(=O)NCc2ccco2)c2c(C)c(C)sc2n1	i	3	-15	3	.	.	2.0	2.4	6.6	9%	i	-0.33	1239	-0.2	-0.25	-0.16	-0.63	-4	678
10	O=C(Cn1nc(C(=O)O)c2ccccc2c1=O)Nc1nc(-c2ccccc2)cs1	.	.	.	.	0.1	1263	.	.	.	-13%	i	-0.27	1394	-0.1	-0.22	-0.45	0.43	-8	705
11	CCOC(=O)N1CCN(C(=O)c2ccccc2Oc2ccccc2)CC1	i	4	-11	-8	-0.8	801	2.7	2.0	16	8%	i	-0.83	1326	0.33	-0.27	0.68	-0.26	.	.
12	CCn1c2ccccc2c2cc(CN3CCN(C(=O)c4ccco4)CC3)ccc21	i	-2	.	.	-2.1	908	5.6	2.9	2.9	9%	i	0.7	1187	-0.54	-0.32	0.022	0.5	.	.
13	COc1ccc(Nc2nc(N)nc(CSCCO)n2)cc1	i	-6	21	23	.	.	0.8	1.0	9.5	-14%	i	-0.64	920	0.11	0.14	0.43	0.17	7	732
14	CCCN(CC1CC1)C(=O)CSc1nnc(-c2cc(-c3cccs3)nc3ccccc23)o1	i	4	-9	-6	0.4	1012	2.0	1.7	11	-9%	i	.	.	-0.24	-0.045	-0.11	0.47	-17	758
15	CNS(=O)(=O)c1cccc(C(=O)Nc2cccc(Cl)c2)c1	i	-7	18	5	-5.4	1248	1.3	1.0	6.0	-2%	.	-0.42	1014	0.025	-0.19	0.41	0.54	-16	713
16	Cc1csc(N(C)C(=O)CSc2nnc(COc3ccccc3C)o2)n1	i	-4	-21	-29	.	.	1.3	1.4	5.1	7%	i	0.76	831	-0.31	-0.29	-0.15	0.31	6	780
17	Nc1ccccc1OCCOCCOCCOc1ccccc1N	i	-1	33	1	-2.1	1168	13	1.9	6.8	-24%	i	-0.79	903	0.6	-0.46	0.4	0.52	11	758
18	CN1CCC(=NNC(=O)C(=O)Nc2cccc(Br)c2)CC1	i	7	3	5	-2.3	550	3.5	1.7	9.3	14%	i	.	.	1.6	-0.2	1	-0.95	5	794
19	CCCCOP(=O)(OCCCC)C(O)c1ccc(Br)cc1 (stereo not drawn)	i	-2	-8	3	-0.9	1138	3.8	2.8	8.9	-13%	i	-0.43	1440	-0.92	0.021	-0.68	0.19	-23	667
20	COc1cccc(C(=O)NC(=S)Nc2ccc(N3CCCC3)cc2)c1	i	2	-25	-7	1.0	1383	1.3	1.4	7.7	20%	i	-1	1592	-0.15	-0.21	0.32	0.014	.	.
21	CCOC(=O)N1CCN(c2cc(C)c([N+](=O)[O-])cc2F)CC1	i	6	-13	11	-0.1	1166	2.5	3.2	13	-7%	i	-1.1	1173	0.22	-0.3	0.017	0.34	6	723
22	Cc1ccc(C)c(OCCn2cc(/C=C(\C#N)C(=O)NCc3ccco3)c3ccccc32)c1	i	4	10	3	.	.	2.6	2.4	0.7	-3%	i	-0.36	1327	2.9	-0.13	1.2	-1.8	-33	664
23	COc1ccc(C(=O)N2CCOCC2)cc1S(=O)(=O)N1CCCc2ccccc21	i	4	-11	-19	-0.1	927	3.2	2.6	6.2	8%	i	-0.19	1610	-0.26	-0.32	0.38	0.089	24	640
24	Cc1ccc2[nH]c(=O)c(C(c3nnnn3CC3CCCO3)N3CCc4ccccc4C3)cc2c1 (stereo not drawn)	i	-9	10	7	-3.5	1155	5.3	2.4	2.7	-4%	i	-0.43	746	-0.68	-0.32	-0.25	0.33	-4	769
25	Nc1nc(N)nc(-c2ccccc2)n1	i	2	-1	-7	-0.5	1109	2.1	2.1	0.6	-4%	i	-0.19	1232	-0.41	-0.25	0.033	0.075	3	693
26	CCN(CC)S(=O)(=O)c1ccc(-c2nnc3sc4cccc(C)c4n23)cc1	i	-10	14	5	.	.	1.7	4.1	9.6	12%	i	0	530	-0.88	-0.27	-0.4	0.59	.	.
27	CCNc1nc(Oc2ccc(=O)n(C)n2)nc(N2CCOCC2)n1	i	6	-19	-79	-0.1	1004	5.8	1.1	3.1	-11%	i	0.52	1862	-1.1	-0.28	-0.2	1.1	8	700
28	Cc1cccn2cc(-c3cc4ccccc4oc3=O)nc12	i	19	-14	-17	-1.9	1080	4.1	1.6	6.3	-168%	i	-1.1	1420	-0.78	-0.21	-0.21	0.84	0	585
29	CCOCCCNC(=O)c1ccc2c(c1)OCO2	i	-15	-8	-11	.	.	2.9	1.9	4.9	-17%	i	1.1	1380	0.42	-0.25	0.29	1.4	1	745
30	O=C(O)/C(=C\c1cccs1)c1ccc(F)cc1	i	22	-4	-15	0.5	1067	2.6	3.1	9.0	-6%	i	-0.09	1260	1.5	-0.2	1.3	-1.6	9	714

An excerpt of these results, screen by screen.
25: Nc1nc(N)nc(-c2ccccc2)n1
26: CCN(CC)S(=O)(=O)c1ccc(-c2nnc3sc4cccc(C)c4n23)cc1
27: CCNc1nc(Oc2ccc(=O)n(C)n2)nc(N2CCOCC2)n1
28: Cc1cccn2cc(-c3cc4ccccc4oc3=O)nc12
29: CCOCCCNC(=O)c1ccc2c(c1)OCO2
30: O=C(O)/C(=C\c1cccs1)c1ccc(F)cc1

compound no. | 25 | 26 | 27 | 28 | 29 | 30
Autophagy mod | i | i | i | i | i | i
Autophagy mod cell loss 18 h | 2 | -10 | 6 | 19 | -15 | 22
WT yeast gro inh | -1 | 14 | -19 | -14 | -8 | -4
WT yeast gro inh mutant strain | -7 | 5 | -79 | -17 | -11 | -15
bCat nuc transl | -0.5 | . | -0.1 | -1.9 | . | 0.5
bCat nuc transl cell count 5 µM | 1109 | . | 1004 | 1080 | . | 1067
MT stabilize HCS | 2.1 | 1.7 | 5.8 | 4.1 | 2.9 | 2.6
MT stabilize HCS Hoechst-high % | 2.1 | 4.1 | 1.1 | 1.6 | 1.9 | 3.1
MT stabilize HCS cytotoxicity % | 0.6 | 9.6 | 3.1 | 6.3 | 4.9 | 9.0
NOD2 inhibition | -4% | 12% | -11% | -168% | -17% | -6%
Yfh1-depleted yeast | i | i | i | i | i | i
Insulin prom up | -0.19 | 0 | 0.52 | -1.1 | 1.1 | -0.09
Insulin prom up cell count | 1232 | 530 | 1862 | 1420 | 1380 | 1260
Dynein transport | -0.41 | -0.88 | -1.1 | -0.78 | 0.42 | 1.5
Dynein transport cytoplasmic EGFP | -0.25 | -0.27 | -0.28 | -0.21 | -0.25 | -0.2
Dynein transport nuclear GR-EGFP | 0.033 | -0.4 | -0.2 | -0.21 | 0.29 | 1.3
Dynein transport cell count | 0.075 | 0.59 | 1.1 | 0.84 | 1.4 | -1.6
Hep lipid drop | 3 | . | 8 | 0 | 1 | 9
Hep lipid drop cells 6.5 µM | 693 | . | 700 | 585 | 745 | 714
